PP5 inh: PP5 (human) phosphatase inhibition; purified PP5c, OMFP substrate fluorescence; inhibition, % at 6.7 µM; 0.18% of 320,000 active;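 active means inhibition above the campaign's mean inhibition across all tested compounds plus 3 SD, cut at about 9.5% in these data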;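 further: 0% = DMSO only and 100% = 100 µM cantharidin control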
Target sequence (P53041 whole entry, looked up): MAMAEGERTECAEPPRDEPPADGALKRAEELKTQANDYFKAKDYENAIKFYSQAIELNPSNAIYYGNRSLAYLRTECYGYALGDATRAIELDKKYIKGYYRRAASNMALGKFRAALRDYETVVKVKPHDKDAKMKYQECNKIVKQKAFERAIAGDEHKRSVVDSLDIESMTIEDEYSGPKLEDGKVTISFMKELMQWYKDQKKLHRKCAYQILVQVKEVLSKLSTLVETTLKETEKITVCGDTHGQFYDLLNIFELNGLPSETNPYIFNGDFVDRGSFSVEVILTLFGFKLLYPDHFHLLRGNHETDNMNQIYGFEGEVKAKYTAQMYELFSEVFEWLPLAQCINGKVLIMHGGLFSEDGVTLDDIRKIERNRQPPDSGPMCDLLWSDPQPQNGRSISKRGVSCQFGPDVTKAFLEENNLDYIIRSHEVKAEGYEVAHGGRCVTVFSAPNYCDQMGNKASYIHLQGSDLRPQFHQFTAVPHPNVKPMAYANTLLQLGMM
PP1 inh: blocks human PP1-alpha phosphatase, a PP5 counter-screen; inhibition, % at 6.7 µM; purified PP1alpha, OMFP fluorescence; P62136; 0.9% of 320,000 active;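 active means inhibition above the mean inhibition of all tested compounds plus 3 SD, computed separately for each screening campaign, cut at about 15% in these data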
CR mimetic SO: lowers age-related superoxide in aged yeast cells; S. cerevisiae aged cells, superoxide DHE fluorescence; active compounds read low; superoxide response (% of plate mean), % at 10 µM; 0.18% of 330,000 active; AID 2690;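 active means superoxide response under a set limit, about three screen SD below normal, cut at about 65% in these data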;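 further: yeast aged for seven days with compound at 30 °C before DHE staining; 100% = average MFI of all compound-treated wells on the plate with controls excluded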
CTSL1 counter: blocks F. hepatica cathepsin L1 in PFM18AAP counter-screen; recombinant F. hepatica cathepsin L1, Z-Leu-Arg-MCA fluorescence; inhibition, % at 5.96 µM; 0.49% of 300,000 active; AID 1906;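 active means inhibition above the mean of all tested compounds plus 3 SD, set per screening campaign, cut at about 17% in these data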;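 further: 0% = plate median of test compound wells and 100% = 1 µM Z-Phe-Ala-diazomethylketone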
core dimer inh: HCV core protein dimerization inhibition. inhibition, % at 5 µM. TR-FRET GST/Flag-core106 dimerization, 1536-well. 0.33% of 300,000 active;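 active means inhibition above the mean of all tested compounds plus 3 SD, set per screening campaign, cut at about 45% in these data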
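Assay system – GST-tagged and Flag-tagged HCV core protein residues 1-106 · Quantity – core106 proteins, GST 13.5 nM and Flag 17 nM · Benchmarks – unlabelled core106 and no-GST-core106 wells · Read-out basis – percent inhibition of core106 dimerization signal · Detection – time-resolved FRET, ex 340 nm, em 617 and 671 nm · Schedule – 4 h at 22.5 °C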
EBNA-1 inhibitor: blocks EBNA-1 binding to DNA; EBNA-1 DNA binding, fluorescence polarization; inhibition, % at 14.8 µM; 0.34% of 300,000 active; AID 1950; in the data active means inhibition above about 28%
JMJD2C inh: human JMJD2C demethylase inhibition | GST-JMJD2C(1-420) H3K9me3 demethylation, DELFIA europium | 0.069% of 330,000 active | inhibition, % at 2.35 µM | Q9H3R0 | AID 2099;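 active means more than half of a compound's replicate wells show inhibition beyond 50%, single wells judged on their own value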;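 further: signal counts dimethyl H3K9 product captured on neutravidin plate; 0% = median of DMSO wells and 100% = 0.3 times that DMSO median; strong numbers were not always called active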
Target sequence (Q9H3R0 1-420 limits assumed): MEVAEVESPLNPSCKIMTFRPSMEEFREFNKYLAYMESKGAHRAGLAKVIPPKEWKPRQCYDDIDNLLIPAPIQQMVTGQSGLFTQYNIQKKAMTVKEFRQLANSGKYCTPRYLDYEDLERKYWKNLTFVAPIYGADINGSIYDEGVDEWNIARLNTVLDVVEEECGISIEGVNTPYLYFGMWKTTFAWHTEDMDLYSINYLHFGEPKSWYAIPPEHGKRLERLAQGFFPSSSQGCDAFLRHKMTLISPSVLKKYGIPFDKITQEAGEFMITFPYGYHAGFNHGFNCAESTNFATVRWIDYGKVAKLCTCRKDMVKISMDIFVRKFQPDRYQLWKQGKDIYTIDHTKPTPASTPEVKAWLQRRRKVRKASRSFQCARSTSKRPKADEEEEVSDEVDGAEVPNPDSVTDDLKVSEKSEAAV
TPT1 inhibitor: C. albicans TPT1 enzyme inhibition | recombinant caTPT1, FP RNA substrate dephosphorylation | inhibition, % at 5 µM | 0.81% of 300,000 active;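 active means inhibition above the mean of all tested compounds plus 3 SD, set per screening campaign, cut at about 24% in these data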;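 further: plate controls were DMSO alone for no effect and ferristatin control at 100 nM for full effect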
ZTA DNA inh: ZTA (EBV) inhibition in EBNA-1 counter-screen. P03206. ZTA-DNA binding, fluorescence polarization. inhibition, % at 11 µM. 0.15% of 320,000 active; in the data active means inhibition above about 33%
The depositor's hits bear a star; . = not tested or not shown. The list is partial, so the mix of outcomes need not match the whole.

no.	canonical_smiles	PP5 inh	PP1 inh	CR mimetic SO	CTSL1 counter	core dimer inh	EBNA-1 inhibitor	JMJD2C inh	TPT1 inhibitor	ZTA DNA inh
1	COC(=O)C(O)(c1ccc(N(C)C(=O)OC(C)C)cc1)C(F)(F)F (stereo unspecified)	3.5	0	86	2	4	-8	2	4	-2
2	Cc1ncc(CN2CCCC(C(=O)c3cccc(Cl)c3)C2)s1 (stereo unspecified)	-2.0	-3	111	3	-1	10	-24	-4	1
3	CC(C)(C)c1ccc(S(=O)(=O)N2CC3CC(C2)c2cccc(=O)n2C3)cc1 (stereo unspecified)	0.2	2	88	3	-3	6	-5	-3	-8
4	Cc1cccc(N2C(=O)/C(=C/c3ccc(N4CCN(C)CC4)o3)C(=O)NC2=S)c1C	2.4	5	99	-1	7	1	0	83*	-7
5	N#C/C(N)=C(/N)C#N	-0.8	-5	92	.	.	.	4	.	7
6	CCCCn1c(O)c(C=NC2CC3CCC2(C)C3(C)C)c(=O)[nH]c1=O (stereo unspecified)	3.2	10	98	9	14	12	-4	0	-1
7	COC(=O)CC(=O)c1ccc2c(c1)OCO2	0.6	7	102	0	6	-1	-5	2	-1
8	Cc1cccc2c1=NC(=O)/C(=C/c1c(O)[nH]c(=O)[nH]c1=O)C=2	-1.2	-3	112	-1	5	2	25	1	10
9	CCn1cc(C(=O)NCc2ccccc2)c2ccccc21	-1.8	-1	102	-2	3	-4	3	3	-4
10	COC(=O)C1=C(c2ccc(-c3ccccc3)c(F)c2)C[C@@H]2CC[C@H]1N2C(=O)NCc1cccc2ccccc12	3.3	23*	115	.	.	.	-1	.	-11
11	Cn1c(O)c(/C=C2\C=Nc3ccc(Br)cc32)c(=O)n(C)c1=O	4.2	-2	109	-2	-8	4	-4	28*	16
12	CC1(C)CN=C(NCc2ccccc2)S1	0.1	-3	97	0	-8	-9	0	0	3
13	CC(C)(C)C(=O)c1cn(Cc2ccccc2)c2ccccc12	3.8	12	93	3	6	-1	.	-2	0
14	C=CCn1c(O)c(C(C)=NCCCN(C)C)c(=O)[nH]c1=O	-1.5	-5	102	-3	2	-10	4	-1	-3
15	Clc1ccc(C(c2ccccc2)c2ncc[nH]2)cc1 (stereo unspecified)	1.5	-4	101	1	-4	2	2	0	16
16	COc1cc2c(c(OC)c1OC)-c1ccc(O)c(=O)cc1C(NC(C)=O)CC2 (stereo unspecified)	0.7	-1	95	2	-4	-1	-8	-3	3
17	COc1ccccc1OCCCn1cc(C(C)=O)c2ccccc21	2.4	0	101	1	-3	-11	6	-4	4
18	CCOC(=O)c1nc2ccccc2c(=O)n1-c1ccc(C)cc1	-0.3	-2	87	0	2	8	-6	-3	-2
19	O=C1NC(=O)N(c2ccc(Cl)cc2)C(=O)/C1=C/c1coc2ccc(O)cc2c1=O	-1.8	-4	67	0	12	-5	1	11	6
20	CCN1CCN(C(=O)COc2ccc(S(=O)(=O)NC(C)C)cc2)CC1	1.4	-1	90	0	-3	5	-1	1	-4
21	CCN(CCO)c1ccc(N=Cc2c(O)n(C)c(=S)[nH]c2=O)cc1	3.3	4	99	-3	-6	12	-1	57*	29
22	COC(=O)C(O)(c1ccc(N(C)C)cc1)C(F)(F)F (stereo unspecified)	1.5	-8	97	-5	-5	-3	-2	1	9
23	NC(=O)c1c(NC(=O)c2ccc(S(=O)(=O)N(CCCl)CCCl)cc2)sc2c1CCCCC2	2.0	-1	112	-3	0	-5	-2	3	-5
24	CC1=C(/C=C/c2ccccc2)CCN(C)C1	-0.9	-2	89	4	-4	-1	1	0	-11
25	O=c1[nH]c(CN2CC=C(c3ccccc3)CC2)nc2scc(-c3ccccc3)c12	2.2	12	130	-8	16	-17	0	54*	-9
26	NCC1(c2ccc3c(c2)OCCO3)CCCC1	1.8	2	111	0	-1	-8	2	-2	-12
27	C=CCn1c(O)c(/C=C2/C=CC=N2)c(=O)[nH]c1=O	-2.5	-3	89	1	-6	4	0	-1	-5
28	NS(=O)(=O)c1ccc(N=Cc2c(O)n(C3CCCCC3)c(=O)n(C3CCCCC3)c2=O)cc1	3.7	8	95	-2	7	-2	-10	44*	-4
29	O=c1[nH]c(=S)n(-c2ccc(Br)cc2)c(O)c1C=Nc1ccc(N2CCOCC2)cc1	2.4	8	113	-1	18	5	3	-34	6
30	Cc1cc(C)cc(NC2=NCCCS2)c1	-1.1	-3	91	-7	0	0	-2	-2	-4
31	O=C(c1cc(=O)[nH]c2ccc(Br)cc12)N1CCC2(CC1)OCCO2	2.4	0	107	1	-3	-1	-8	-2	-3
32	CC(C)(C)c1nc(N2CCN(C(=O)c3ccco3)CC2)c2nnn(Cc3ccccc3Cl)c2n1	-0.5	6	87	1	14	-1	-7	0	16
33	CCC(=NCCc1ccccc1)c1c(O)n(C2CCCCC2)c(=O)[nH]c1=O	0.1	0	98	2	5	4	-4	-4	3
34	Cc1ccsc1C(=O)C1CCCN(Cc2cnn(C(C)C)c2)C1 (stereo unspecified)	1.3	-5	83	-1	-5	2	-5	1	-3
35	C/C(=N\NC(=O)c1ccncc1)c1c(O)n(Cc2ccccc2)c(=O)[nH]c1=O	1.9	-2	95	1	1	-12	3	15	-11
36	Cc1ccccc1CS(=O)(=O)Cc1ccc(C(=O)N2CCC3(CC2)OCCO3)o1	1.0	-2	84	2	-7	-12	30	0	-6

Continued:
| No. | smiles | PP5 inh | PP1 inh | CR mimetic SO | CTSL1 counter | core dimer inh | EBNA-1 inhibitor | JMJD2C inh | TPT1 inhibitor | ZTA DNA inh |
| --- | --- | --- | --- | --- | --- | --- | --- | --- | --- | --- |
| 37 | O=C1NC(=O)N(c2ccc(Cl)cc2)C(=O)/C1=C\c1ccc(Sc2nc3ccccc3[nH]2)o1 | -1.4 | 3 | 96 | 4 | 23 | 5 | 9 | -2 | -3 |
| 38 | COc1ccccc1OCC#CCN1CCOCC1 | 0.3 | -4 | 96 | 5 | 0 | -6 | -5 | -3 | 1 |
| 39 | O=C(c1ccc(F)c([N+](=O)[O-])c1)N1CC2CC(C1)c1cccc(=O)n1C2 (stereo unspecified) | -1.4 | -1 | 101 | 2 | -5 | -7 | 0 | -3 | -4 |
| 40 | COc1ccc(C(CC(=O)N2CCC3(CC2)OCCO3)NS(=O)(=O)c2ccc(F)cc2)cc1 (stereo unspecified) | 3.5 | -4 | 106 | -4 | -8 | -2 | -3 | -2 | 0 |
| 41 | C/C=C1/CN2C3CC1C(CO)(C(=O)OC)C2Cc1c3n(C)c2ccccc12 (stereo unspecified) | 1.9 | -6 | 123 | -5 | -2 | 0 | . | -5 | -14 |
| 42 | CCCCn1c(O)c(C(C)=Nc2c(C)n(C)n(-c3ccccc3)c2=O)c(=O)[nH]c1=O | -0.1 | -2 | 97 | 3 | -1 | -12 | 11 | 1 | -11 |
| 43 | CSc1ccc(CN2CCN(Cc3ccccc3Cl)CC2)cc1 | 1.5 | 2 | 73 | -2 | -6 | 4 | -47 | -2 | -5 |
| 44 | CCOC(=O)c1c(N)n(Cc2ccccc2)c2nc3ccccc3nc12 | 1.5 | 2 | 93 | 4 | 5 | -3 | 8 | 0 | -10 |
| 45 | CC(C)n1c(O)c(C=NCc2cccnc2)c(=O)[nH]c1=S | -2.2 | -3 | 93 | 2 | -5 | 5 | -3 | -3 | 4 |
| 46 | Clc1cccc(C2NCc3ccccc3-n3cccc32)c1 (stereo unspecified) | 1.1 | -1 | 97 | -1 | -5 | -16 | -3 | 2 | -10 |
| 47 | COP(=O)(OC)C(NC(=O)c1ccc(C)cc1)C(Cl)(Cl)Cl (stereo unspecified) | 2.2 | 2 | 99 | 1 | 1 | -2 | 50 | 2 | 2 |
| 48 | CN(C(=O)CN1CC=C(c2ccccc2)CC1)c1c(N)n(Cc2ccccc2)c(=O)[nH]c1=O | -2.8 | 0 | 99 | -5 | 1 | -1 | 6 | 3 | 7 |

An excerpt from above in order of molar mass, lowest first.
| No. | smiles | PP5 inh | PP1 inh | CR mimetic SO | CTSL1 counter | core dimer inh | EBNA-1 inhibitor | JMJD2C inh | TPT1 inhibitor | ZTA DNA inh |
| --- | --- | --- | --- | --- | --- | --- | --- | --- | --- | --- |
| 38 | COc1ccccc1OCC#CCN1CCOCC1 | 0.3 | -4 | 96 | 5 | 0 | -6 | -5 | -3 | 1 |
| 46 | Clc1cccc(C2NCc3ccccc3-n3cccc32)c1 (stereo unspecified) | 1.1 | -1 | 97 | -1 | -5 | -16 | -3 | 2 | -10 |
| 45 | CC(C)n1c(O)c(C=NCc2cccnc2)c(=O)[nH]c1=S | -2.2 | -3 | 93 | 2 | -5 | 5 | -3 | -3 | 4 |
| 34 | Cc1ccsc1C(=O)C1CCCN(Cc2cnn(C(C)C)c2)C1 (stereo unspecified) | 1.3 | -5 | 83 | -1 | -5 | 2 | -5 | 1 | -3 |
| 43 | CSc1ccc(CN2CCN(Cc3ccccc3Cl)CC2)cc1 | 1.5 | 2 | 73 | -2 | -6 | 4 | -47 | -2 | -5 |
| 39 | O=C(c1ccc(F)c([N+](=O)[O-])c1)N1CC2CC(C1)c1cccc(=O)n1C2 (stereo unspecified) | -1.4 | -1 | 101 | 2 | -5 | -7 | 0 | -3 | -4 |
| 47 | COP(=O)(OC)C(NC(=O)c1ccc(C)cc1)C(Cl)(Cl)Cl (stereo unspecified) | 2.2 | 2 | 99 | 1 | 1 | -2 | 50 | 2 | 2 |
| 35 | C/C(=N\NC(=O)c1ccncc1)c1c(O)n(Cc2ccccc2)c(=O)[nH]c1=O | 1.9 | -2 | 95 | 1 | 1 | -12 | 3 | 15 | -11 |
| 42 | CCCCn1c(O)c(C(C)=Nc2c(C)n(C)n(-c3ccccc3)c2=O)c(=O)[nH]c1=O | -0.1 | -2 | 97 | 3 | -1 | -12 | 11 | 1 | -11 |
| 48 | CN(C(=O)CN1CC=C(c2ccccc2)CC1)c1c(N)n(Cc2ccccc2)c(=O)[nH]c1=O | -2.8 | 0 | 99 | -5 | 1 | -1 | 6 | 3 | 7 |
| 37 | O=C1NC(=O)N(c2ccc(Cl)cc2)C(=O)/C1=C\c1ccc(Sc2nc3ccccc3[nH]2)o1 | -1.4 | 3 | 96 | 4 | 23 | 5 | 9 | -2 | -3 |
| 40 | COc1ccc(C(CC(=O)N2CCC3(CC2)OCCO3)NS(=O)(=O)c2ccc(F)cc2)cc1 (stereo unspecified) | 3.5 | -4 | 106 | -4 | -8 | -2 | -3 | -2 | 0 |

New compounds follow.
| No. | smiles | PP5 inh | PP1 inh | CR mimetic SO | CTSL1 counter | core dimer inh | EBNA-1 inhibitor | JMJD2C inh | TPT1 inhibitor | ZTA DNA inh |
| --- | --- | --- | --- | --- | --- | --- | --- | --- | --- | --- |
| 49 | Oc1cc(Cl)ccc1Oc1ccc(Cl)cc1Cl | 6.8 | 1 | 90 | 6 | -6 | -5 | -2 | -4 | -11 |
| 50 | CCC(C)NS(=O)(=O)c1ccc(OCC(=O)N2CCN(CC)CC2)cc1 (stereo unspecified) | 2.4 | -3 | 101 | -3 | -1 | -3 | 2 | -2 | -8 |
| 51 | COc1ccc(CCn2c(O)c(/C=N/N3CCOCC3)c(=O)[nH]c2=O)cc1OC | 0.9 | 0 | 94 | -2 | 0 | 7 | 3 | -5 | -14 |
| 52 | COC(=O)C1=C(c2ccc(S(C)(=O)=O)cc2)C[C@@H]2CC[C@H]1N2C(=O)NC(C)C | 0.0 | 1 | 103 | 0 | -6 | 1 | 3 | -1 | -7 |
